Assay outcomes: PubChem BioAssay, several laboratories
CRFR2-BP ag: agonists of CRF-BP/CRF-R2 complex, primary screen, cell-based, HEK293, calcium dye fluorescence, uHTS. hit rate 0.46% among 350,000. activation, % at 13.2 µM. calcium dye fluorescence (FLIPR); percent of saturating CRF peptide response. AID 588473, 2011. CRF-binding protein / CRF receptor 2 complex (human);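 active = activation of at least 50%, plus an integration ratio under a set limit after plate pattern correction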;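 note: plate controls were neutral control wells without compound for no effect and CRF at EC100 for full effect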
M5 PAM: human M5 muscarinic receptor positive allosteric modulators, primary screen, CHO-K1 cells, Fluo-8 calcium fluorescence; CHO-K1 hM5, ACh EC20 PAM; 0% = ACh EC20, 100% = ACh EC100; activation, % at 3 µM; hit rate 0.3% among 360,000; AID 624038, 2012;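 active = activation above the run cutoff, the mean activation of all test compounds plus 3 SD, cut at about 18% in these data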
Target sequence (P08912 whole entry, looked up): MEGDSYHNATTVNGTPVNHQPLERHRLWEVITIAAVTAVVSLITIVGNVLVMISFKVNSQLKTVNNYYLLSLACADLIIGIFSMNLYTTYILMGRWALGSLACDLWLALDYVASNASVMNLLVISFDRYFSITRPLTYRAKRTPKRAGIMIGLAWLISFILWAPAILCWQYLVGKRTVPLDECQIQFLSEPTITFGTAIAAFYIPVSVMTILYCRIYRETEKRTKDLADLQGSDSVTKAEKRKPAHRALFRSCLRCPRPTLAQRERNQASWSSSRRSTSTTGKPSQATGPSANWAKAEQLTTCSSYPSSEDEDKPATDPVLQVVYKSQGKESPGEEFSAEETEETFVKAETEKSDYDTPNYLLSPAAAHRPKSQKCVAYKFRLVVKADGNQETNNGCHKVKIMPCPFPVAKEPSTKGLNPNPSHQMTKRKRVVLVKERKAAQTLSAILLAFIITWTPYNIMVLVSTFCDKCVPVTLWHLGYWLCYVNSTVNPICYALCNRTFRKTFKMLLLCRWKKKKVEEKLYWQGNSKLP
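Assay system: CHO-K1 hM5 cells / Incubation: Fluo-8 loading 80 min at 37 °C plus 30 min room temperature / Technique: Fluo-8 calcium dye fluorescence, kinetic read / Repeats: single replicate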
M4 PAM: human M4 muscarinic receptor positive allosteric modulators, primary screen, CHO-K1 cells, Fluo-8 calcium fluorescence; CHO-K1 hM4/Gqi5, ACh EC20; 0% = ACh EC20, 100% = maximal ACh; activation, % at 3 µM; hit rate 0.4% among 360,000; AID 624126, 2012;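 active = activation above its plate's cutoff, the mean activation of sample wells plus 3 SD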; note: some results filed as inactive read as strong as hits
CHO-K1 Ca PAM: nonselective calcium activators in parental CHO-K1 cells, primary screen, counter-screen for M1 PAM project, cell-based, Fluo-8 calcium fluorescence, full deck, 1536-well | ATP EC20; 0% at ATP EC20, 100% at ATP max | activation, % at 3 µM | hit rate 0.02% among 360,000;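 active = activation above the run cutoff, the mean activation of all test compounds plus 3 SD, cut at about 40% in these data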;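 note: peak over basal fluorescence ratio in a 140 s read after ATP addition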
CRFR2-BP antag: antagonists of CRF-BP/CRF-R2 complex, primary screen, cell-based, HEK293, calcium dye fluorescence, uHTS | CRF-induced calcium fluorescence | inhibition, % at 11.8 µM | hit rate 0.59% among 350,000 | AID 588475, 2011;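 active = inhibition of the ligand-induced calcium signal above about 50% at the single tested concentration, limit read from the data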
CHRM5 agonist: human M5 muscarinic receptor agonists, primary screen, CHO-K1 cells, Fluo-8 calcium fluorescence; CHO-K1 hM5 cells; 0% DMSO wells, 100% maximal acetylcholine response; Muscarinic acetylcholine receptor M5 (Homo sapiens), P08912; activation, % at 3 µM; hit rate 0.19% among 360,000;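 active = activation above the run's mean over test compounds plus 3 SD, cut at about 23% in these data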;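 note: signal is peak over basal fluorescence ratio across the kinetic read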
TAAR1 agonist: human TAAR1 agonists, primary screen, Fluo-8 calcium fluorescence, CHO RD-HGA16 cells | Trace amine-associated receptor 1 (Homo sapiens), Q96RJ0 | vehicle wells 0%, saturating PEA agonist 100% | activation, % at 3 µM | hit rate 0.99% among 360,000 | AID 624467, 2012;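 active = activation above the mean activation of all test compounds in the run plus 3 SD, cut at about 38% in these data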
Target sequence (Q96RJ0 whole entry, looked up): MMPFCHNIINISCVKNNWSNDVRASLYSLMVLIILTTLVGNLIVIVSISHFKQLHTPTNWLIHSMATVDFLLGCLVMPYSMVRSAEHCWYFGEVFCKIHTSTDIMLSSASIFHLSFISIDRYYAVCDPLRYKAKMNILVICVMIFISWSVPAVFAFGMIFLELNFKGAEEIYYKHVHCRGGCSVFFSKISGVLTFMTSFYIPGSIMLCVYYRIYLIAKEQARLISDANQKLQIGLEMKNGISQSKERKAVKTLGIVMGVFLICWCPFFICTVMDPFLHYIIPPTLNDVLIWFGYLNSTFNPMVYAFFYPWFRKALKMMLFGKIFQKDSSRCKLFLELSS
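Test system: RD-HGA16 (CHO) cells co-expressing Gα16 and hTAAR1 | Doses: Single dose, 3 µM | Schedule: 17-24 h seeding, 75 min 37 °C dye, 30 min RT | Evaluation: % activation from peak over basal fluorescence ratio, DMSO-to-PEA scaled | Technique: Kinetic Fluo-8 calcium fluorescence | Benchmarks: Low control DMSO, high control PEA (EC100)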
M5 antag: human M5 muscarinic receptor antagonists, primary screen, CHO cells, Fluo-8 calcium fluorescence | Muscarinic acetylcholine receptor M5 (Homo sapiens), P08912 | CHO-hM5 cells, ACh EC80 | inhibition, % at 3 µM | hit rate 0.59% among 360,000 | AID 624040, 2012;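 active = inhibition above a per-plate cutoff, the mean of that plate's test compounds plus 3 SD, cut at about 27% in these data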;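 note: 0% = acetylcholine EC80 with DMSO and 100% = DMSO without agonist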
TAAR1 antagonist: human TAAR1 antagonists, primary screen, Fluo-8 calcium fluorescence, CHO RD-HGA16 cells | hit rate 1.5% among 360,000 | Trace amine-associated receptor 1 (Homo sapiens), Q96RJ0 | inhibition, % at 3 µM | antagonist;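 active = inhibition above a per-plate cutoff, the mean inhibition of test compounds on that plate plus 3 SD, cut at about 49% in these data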;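 note: 0% = DMSO plus EC80 beta-PEA response and 100% = DMSO alone without agonist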
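Test system: hTAAR1-expressing CHO RD-HGA16 cells, Gα16-coupled; Probe or stimulus: EC80 β-phenethylamine stimulus; Compound dosing: single nominal final test compound concentration of 3 µM; Timing: 140 s kinetic read after compound, 140 s after agonist; Signal: Fluo-8 calcium-sensitive fluorescence; Measure: % inhibition of agonist calcium response; Controls: DMSO and EC80 PEA controls.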
Active calls of the source: *; / = not tested or not shown. Rows are unselected. Share with any hit: about 4.2%.

Each structure is followed by: CRFR2-BP ag	M5 PAM	M4 PAM	CHO-K1 Ca PAM	CRFR2-BP antag	CHRM5 agonist	TAAR1 agonist	M5 antag	TAAR1 antagonist
COCCOC(=O)C1=C(C)N(Cc2ccccc2)C(=O)NC1c1cccc(OC)c1OC (stereo not drawn)
    -1.6	-1	4	15	11	-2	13	3	-6
NC(=O)c1ncn([C@@H]2O[C@H](CNCc3cc(Cl)ccc3OCc3ccc(Cl)cc3)[C@@H](O)[C@H]2O)n1
    -1.7	1	4	6	-24	1	4	-1	1
CC(C)=CCN1CCN(Cc2c(C)nn(C)c2Cl)CC1CCO (stereo not drawn)
    -1.5	1	-3	-1	-24	-1	0	-2	5
COC1(OC)N=C(N)C2(C#N)C(c3ccccc3)NC(C)=CC12C#N (stereo not drawn)
    0.0	-2	7	16	-20	0	6	1	-5
O=C(NCc1cccc(F)c1)c1cccc(OC2CCN(C(=O)C3CC3)CC2)c1
    -0.6	-12	-12	-1	-3	4	2	5	26
COc1ccc(CC(=O)OCC(=O)Nc2c(C)n(C)n(-c3ccccc3)c2=O)cc1OC
    0.6	10	5	16	16	1	1	-5	3
Nc1c(N(Cc2ccco2)C(=O)COc2ccccc2F)c(=O)[nH]c(=O)n1Cc1ccccc1
    0.6	3	12	-17	-13	1	1	-8	0
Cc1cnc(NC(=O)Cc2ccc(Br)cc2)s1
    -1.5	7	-5	-5	-9	-2	7	-12	2
Cc1cccc(CSc2nnc(Cn3c(=O)sc4ccccc43)n2C)c1
    -2.3	-10	-2	2	-8	2	0	5	5
CC(Sc1nnc(NC2CC2)s1)C(=O)Nc1ccc(S(N)(=O)=O)cc1 (stereo not drawn)
    -1.1	-11	0	-13	1	4	1	7	-13
COC(=O)[C@H](CC(C)C)NC(=O)N1CCN(c2cccc(C(F)(F)F)c2)CC1
    -0.3	-9	-2	20	-4	-2	2	9	-8
O=C(NCCN1CCOCC1)c1cc(-c2ccc(Cl)c(Cl)c2)on1
    -1.2	-1	5	26	-10	-2	-1	8	-13
CC1CCC(NC(=O)c2cccn2C)CC1 (stereo not drawn)
    0.4	0	9	-14	1	-2	2	6	-9
Cc1nc2ccccc2c2nc3ccccc3n12
    0.1	-6	-2	16	-12	0	8	4	-2
COc1ccc(C(=O)N/N=C(\C)c2ccc(NC(=O)Cc3ccccc3)cc2)c(OC)c1
    1.1	-5	0	7	3	-2	3	5	-14

Record cards (already shown):
Cc1cccc(CSc2nnc(Cn3c(=O)sc4ccccc43)n2C)c1 is entered as CRFR2-BP ag: -2.3; M5 PAM: -10; M4 PAM: -2; CHO-K1 Ca PAM: 2; CRFR2-BP antag: -8; CHRM5 agonist: 2; TAAR1 agonist: 0; M5 antag: 5; TAAR1 antagonist: 5
Cc1cnc(NC(=O)Cc2ccc(Br)cc2)s1 is entered as CRFR2-BP ag: -1.5; M5 PAM: 7; M4 PAM: -5; CHO-K1 Ca PAM: -5; CRFR2-BP antag: -9; CHRM5 agonist: -2; TAAR1 agonist: 7; M5 antag: -12; TAAR1 antagonist: 2

(listing goes on)
Each structure is followed by: CRFR2-BP ag	M5 PAM	M4 PAM	CHO-K1 Ca PAM	CRFR2-BP antag	CHRM5 agonist	TAAR1 agonist	M5 antag	TAAR1 antagonist
CC1=Nn2c(nc(-c3ccccc3)c2-c2ccccc2)NC(=O)C1Br (stereo not drawn)
    -0.6	-4	-6	4	6	-5	3	3	-5
COc1ccccc1N(Cc1cc(=O)[nH]c2ccccc12)C(=O)c1ccccc1
    -1.1	-8	-17	17	10	-2	7	11	24
CCCCOc1ccccc1C1C(C(N)=O)=C(C)Nc2nnnn21 (stereo not drawn)
    -1.3	2	6	22	0	5	4	-5	-34
CCOC(=O)c1c(NC(=O)C2CC2)sc2c1CC(C)(C)OC2
    -0.6	8	0	9	6	1	-1	-1	-17
CCCCCCCC/C=C\CCCCCCCC(=O)NCCc1ccc(O)c(O)c1
    7.6	19*	1	20	-33	3	14	-3	3
COc1cccc(S(=O)(=O)N2CCN(C(=O)c3ccco3)CC2)c1
    1.1	10	4	17	-16	1	7	5	20
CC[C@@H](Nc1ncnc2c1oc1ccccc12)C(=O)O
    -1.0	12	6	15	4	-6	1	-2	-14
COCCOC(=O)c1c(C)oc2ccc(OS(C)(=O)=O)cc12
    -0.2	3	-1	-13	-9	-1	2	-4	-13
Cc1csc(NC(=O)C(CC(C)C)NS(=O)(=O)c2ccc3c(c2)oc(=O)n3C)n1 (stereo not drawn)
    -0.8	-7	-12	-5	2	5	3	2	-23
O=C(Nc1cc(Cl)ccn1)C1(c2ccccc2)CC1(Cl)Cl (stereo not drawn)
    0.7	-6	-6	-16	-14	-3	-3	-4	-31
COc1cc(CN2CC(=O)N(c3cc(Cl)ccc3C)C2=S)cc(OC)c1OC
    0.8	-9	-6	15	6	-1	12	10	-5
CN(Cc1ccccc1)C(=O)c1ccc(NC(=O)Cc2cccc(NC(=O)C3CCCN(C(=O)C4CCC4)C3)c2)cc1 (stereo not drawn)
    -0.1	0	-7	16	-2	0	4	5	17
COc1ccc2[nH]c(C)c(CCN(Cc3cccs3)C(=S)Nc3ccccc3)c2c1
    38	-7	-5	0	-28	2	2	8	-2
O=C(NC1CCCC1)C(c1ccccn1)N(Cc1ccc(F)cc1)C(=O)c1csnn1 (stereo not drawn)
    0.2	4	2	-9	-1	-1	-3	-5	-1
O=C(NCc1ccncc1)c1ccc(Cl)c(S(=O)(=O)N2CCOCC2)c1
    -0.9	3	-8	2	14	0	4	-9	1

Next section:
Each structure is followed by: CRFR2-BP ag	M5 PAM	M4 PAM	CHO-K1 Ca PAM	CRFR2-BP antag	CHRM5 agonist	TAAR1 agonist	M5 antag	TAAR1 antagonist
CCSc1nc2[nH]ncc2c(=O)[nH]1
    -0.2	3	8	-6	9	-2	1	-3	-3
COc1ccc(C(=O)NCCN2CCN(C(=O)c3ccc(OC)c(OC)c3)CC2)cc1OC
    1.2	-3	0	3	-5	-3	3	9	2
COc1ccccc1N1CCN(C(=O)Cn2nc(C(F)(F)F)c3c2CCC3)CC1
    1.1	-2	1	-1	-21	0	1	1	12
CCOc1ccccc1N1CCN(C(=O)CCCN2C(=O)c3cccc4cccc(c34)C2=O)CC1
    -2.2	-12	-12	16	-7	0	11	8	46
Cc1ccc(S(=O)(=O)c2cc3c(=O)n4ccccc4nc3n(CCc3ccccc3)c2=N)cc1
    30	3	1	-7	-31	3	15	-3	-25
CC(=O)Nc1ccc2[nH]ccc2c1
    2.1	-2	0	-4	4	2	0	8	-1
O=C(O)c1cc([N+](=O)[O-])ccc1NCCO
    -0.7	2	0	9	5	0	1	2	1
COc1ccc(C2OC(CCc3ccccc3)Cc3[nH]c(=S)[nH]c(=O)c32)cc1 (stereo not drawn)
    /	-9	-4	15	/	-2	0	-5	-12
CCc1cccc(NC(=O)CCCn2nc(CC)n3c(cc4occc43)c2=O)c1
    -2.1	-8	-5	-14	6	0	-2	14	-1
Cc1cc(Cl)ccc1OCCCC(=O)NCC1CCCO1 (stereo not drawn)
    -2.9	2	2	-2	8	-2	0	-12	-3
Cc1onc(-c2ccccc2Cl)c1C(=O)N1CCN(C=O)CC1
    0.1	-3	2	-6	-4	0	1	2	-22
CS(=O)(=O)C1=NSC2=NC(=O)/C(=C\c3ccc(OS(=O)(=O)c4ccccc4)cc3)C(=N)N21
    -0.6	1	0	-16	-4	-7	4	6	-3
CCCCCOC(=O)Cn1c(N2CCOCC2)nc2c1c(=O)[nH]c(=O)n2C
    0.6	12	13	18	13	-3	1	-7	-3
C#CCN(C[C@@H]1[C@@H](OC(=O)NCc2ccccc2)[C@@H](OC(=O)NCc2ccccc2)CN(C(=O)OC(C)C)N1C(=O)OC(C)C)S(=O)(=O)c1ccc(C)cc1
    3.1	-1	3	15	28	0	2	-13	-8
CCc1ccc(NC2=NCC(=O)N2Cc2ccc3c(c2)OCO3)cc1
    -0.4	7	21*	19	7	-9	20	-4	8

(further entries)
Each structure is followed by: CRFR2-BP ag	M5 PAM	M4 PAM	CHO-K1 Ca PAM	CRFR2-BP antag	CHRM5 agonist	TAAR1 agonist	M5 antag	TAAR1 antagonist
O=C1c2ccccc2C(Nc2ccc(Cl)cn2)N1Cc1ccccc1 (stereo not drawn)
    -0.7	3	1	18	-21	2	0	-1	-24
COc1ccc(C(=O)Nc2ccc(Cl)cc2C(=O)NCc2ccco2)cc1
    4.6	-1	9	8	-25	-4	24	3	10
COC(=O)N1CCCCC1c1cc(C(=O)Nc2ccc(OC)cc2C)no1 (stereo not drawn)
    /	0	-1	1	/	0	0	-2	-11
CC1(C(=O)NCc2ccccc2)CN(S(C)(=O)=O)CC(=O)N1Cc1ccc2c(c1)OCO2 (stereo not drawn)
    /	-2	2	/	/	1	3	10	-6
Oc1ccc(/C=N/NC(=S)N/N=C/c2ccc(O)cc2)cc1
    -2.1	4	7	-16	10	3	1	2	1
COc1ccc(/C(C)=N/NC(=O)c2nc(C)cc(C)n2)cc1
    1.0	-5	1	16	4	-5	11	7	3
